# GPR35 antagonists: GPR35 antagonists blocking zaprinast-driven arrestin recruitment, primary screen, imaging, U2OS, beta-arrestin-GFP, zaprinast agonist (AID 2058). U2OS GPR35 beta-arrestin-GFP translocation imaging, zaprinast antagonism; higher % means a stronger effect. inhibition, % at 10 µM; hits with a dose series show IC50 in µM. 290,000 tested, 0.052% active;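 active = inhibition of at least 50% with at least 30 cells and total cytoplasm GFP at most 10,000,000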
# LYP phosphatase: inhibitors of LYP phosphatase, biochemical, fluorescence intensity, uHTS (AID 1779); recombinant LYP phosphatase, fluorescence intensity; higher % means a stronger effect; inhibition, % at 11.5 µM; hits with a dose series show IC50 in µM; 290,000 tested, 0.054% active; in the data active = inhibition above about 50%;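 also: plate controls were vehicle with enzyme for no effect and no enzyme for full effect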
# MgcRacGAP inhibition: MgcRacGAP GTPase-activating activity inhibitors, confirmation, biochemical, ADP Hunter fluorescence | MgcRacGAP-stimulated Rac1 GTP hydrolysis, ADP Hunter fluorescence; higher % means a stronger effect; GST-tagged Rac1 F28L mutant substrate | 340,000 tested, 0.6% active | one-dose inhibition, % at 30 µM; IC50 in µM for titrated hits;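 active = first-screen hits whose inhibition reached a set limit at any dose in the follow-up dose series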;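 also: fluorescence reports GDP produced by GAP-driven GTP hydrolysis; strong numbers were not always called active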
# Lipid droplet: hepatic lipid droplet formation modulation; AML12 mouse hepatocytes, oleate lipid droplets, BODIPY imaging; inhibition, % at 6.5 µM; 240,000 tested, 0.4% active;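 active = lipid droplet intensity inhibited by at least 50%, with more than 500 cells counted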
#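 Material: mouse AML12 hepatocyte cell line, fixed after treatment; Timing: compound with oleate, overnight; Technique: high-content imaging of BODIPY-stained droplets and DAPI nuclei; Probe or stimulus: oleate, 100 µM final; Dosing: compound at 6.5 µM only.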
# T cell HTS: modulates CD8 T cell binding to vesicles | 2C CD8+ T cell-vesicle binding, flow cytometry; stronger effect = lower value | calls only at 7 µM | 330,000 tested, 0.068% active | AID 2052;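 active = response, share of CD8 T cells binding vesicles, and their 90th percentile fluorescence all below set limits, cut at about 80% in these data, passing the limit was not always enough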
#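 System: murine 2C transgenic CD8+ T lymphocytes; also added: QL9-loaded Drosophila micro-vesicles; times: binding 1.5 h at 37 °C; measured by: flow cytometry, PE anti-B7-1 (FL2) versus Alexa647 anti-CD8 (FL8), PFA-fixed; control set: Peptide-free naked vesicles (low) and QL9 vesicles with 0.7% DMSO vehicle (high)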
# NTR1 ag: NTR1-driven beta-arrestin-GFP spot formation – imaging, U2OS cells, high content, primary screen (AID 493036) | activation, % at 20 µM | P30989 | 330,000 tested, 0.17% active | agonist mode;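 active = activation at or above 40% of the spot to cytoplasm intensity ratio, with at least 20 cells analyzed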;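 also: 0% = DMSO without peptide and 100% = 100 nM NTR1 peptide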
# Target sequence (P30989 whole entry, looked up): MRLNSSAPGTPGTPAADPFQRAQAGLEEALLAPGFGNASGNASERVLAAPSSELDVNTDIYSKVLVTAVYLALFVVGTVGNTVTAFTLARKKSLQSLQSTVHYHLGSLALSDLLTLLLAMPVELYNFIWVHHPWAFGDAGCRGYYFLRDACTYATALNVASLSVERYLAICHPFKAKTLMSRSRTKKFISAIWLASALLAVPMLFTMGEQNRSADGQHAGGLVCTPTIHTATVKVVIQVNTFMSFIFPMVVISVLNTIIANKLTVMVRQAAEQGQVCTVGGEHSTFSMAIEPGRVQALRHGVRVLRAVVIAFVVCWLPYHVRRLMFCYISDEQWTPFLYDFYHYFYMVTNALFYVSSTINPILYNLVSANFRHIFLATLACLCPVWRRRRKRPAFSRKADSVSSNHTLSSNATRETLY
# SV40 large T antigen: SV40 large T antigen inhibitors, biochemical (AID 1903). SV40 large T antigen ATPase/helicase inhibition assay; higher % means a stronger effect. inhibition, % at 20 µM; hits with a dose series show IC50 in µM. 310,000 tested, 0.39% active; in the data active = a potency from the dose series; also: strong numbers were not always called active
# GPR55 LPI antagonism: GPR55 antagonists blocking LPI-driven arrestin recruitment, primary screen, imaging, U2OS, beta-arrestin-GFP, LPI agonist (AID 2013). 290,000 tested, 0.13% active. inhibition, % at 10 µM, or IC50 in µM where a hit was titrated. U2OS GPR55 beta-arrestin-GFP translocation imaging, LPI antagonism; higher % means a stronger effect;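 active = spots per cell inhibited over 60%, with over 100 cells counted and total cytoplasm intensity under 500,000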;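 also: U2OS cells stably carrying GPR55 and arrestin-GFP stimulated by 5 µM LPI near EC80; imaged beta-arrestin-GFP aggregate spots per cell after agonist stimulation; plate controls were LPI-stimulated DMSO wells for no effect and DMSO wells without LPI for full effect; some results filed as inactive read as strong as hits; confirmed hits need IC50 under 10 µM and bright autofluorescent wells are also inconclusive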
# GPR55 activation: GPR55 agonists via beta-arrestin recruitment, primary screen, imaging, U2OS cells, beta-arrestin-GFP redistribution (AID 1961); activation, % at 10 µM, or EC50 in µM where a hit was titrated; 290,000 tested, 0.048% active; U2OS GPR55 beta-arrestin-GFP redistribution imaging; higher % means a stronger effect;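 active = activation above 40% with more than 50 cells counted in the well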;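 also: U2OS osteosarcoma cells stably expressing GPR55 and beta-arrestin-GFP; plate controls were DMSO negative control for no effect and LPI positive control for full effect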
# Lipid droplet cells 6.5 µM: further read-out of Lipid droplet, marked with its call; cell count; measured here: cell count, cytotoxicity flag;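 cells counted across two imaged fields per well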
# T cell HTS vesicle-bound %: second read-out of T cell HTS, no call of its own (marks repeat the call); double positive events, %; measured here: CD8+ vesicle-bound cell fraction;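 binding gate set so that unloaded-vesicle control wells show 10% double positive cells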
# NTR1 ag cell count 20 µM: further read-out of NTR1 ag, marked with its call; cell count; measured here: cell count, cytotoxicity flag
# The depositor's hits bear a star; i = inactive; / = not tested or not shown. An unsorted share of the library, and some 1.8% of all compounds hit somewhere here.
SMILES,GPR35 antagonists,LYP phosphatase,MgcRacGAP inhibition,Lipid droplet,Lipid droplet cells 6.5 µM,T cell HTS,T cell HTS vesicle-bound %,NTR1 ag,NTR1 ag cell count 20 µM,SV40 large T antigen,GPR55 LPI antagonism,GPR55 activation
c1cc2c(cc1C1=Nn3c(nnc3C3CCCCC3)SC1)OCO2,-8%,-9%,2%,-2,782,i,10,3.1,78,4%,-6%,-0.1%
O=C1c2ccccc2C(=O)N1CCCCN(C(=O)c1ccc([N+](=O)[O-])cc1)c1ccc(Cl)cc1,14%,1%,5%,/,/,i,61,2.4,68,1%,5%,-0.1%
O=C(Cc1ccccc1)N1CCC(c2nc3ccccc3[nH]2)CC1,-12%,-8%,8%,7,677,i,51,-0.8,63,5%,13%,-0.2%
CCCCC(=O)Nc1cc(OCC)c(NC(=O)c2ccccc2[N+](=O)[O-])cc1OCC,16%,0%,-2%,/,/,i,38,2.5,55,5%,8%,-0.1%
CN(C)CC(O)COc1cccc(OCC(O)CN(C)C)c1 (stereo not given),18%,2%,24%,/,/,i,13,-0.9,43,3%,1%,0.3%
O=S(=O)(c1ccc(NC(=S)N/N=C/c2cccc(Oc3ccccc3)c2)cc1)N1CCOCC1,1%,-3%,11%,5,669,i,58,2.0,90,24%,-1%,0.2%
CCOc1ccc(NC(=O)CN(C)C(=O)c2cc(S(=O)(=O)N3CCCCC3)ccc2Cl)cc1OCC,/,/,4%,/,/,i,55,0.0,75,16%,/,/
COc1ccccc1Nc1ncnc2c1c(C)c(C)n2CCCN(C)C,-2%,-7%,8%,-19,793,i,14,2.6,81,0%,2%,-0.1%
COc1ccc(N2CCN(Cc3cc(=O)oc4c3ccc3ccccc34)CC2)cc1,-6%,-6%,/,/,/,/,/,/,/,/,-2%,0.5%
Cc1cccc(NC(=O)c2ccc(CN3CCN(Cc4ccccc4)CC3)cc2)c1,-6%,-5%,0%,0,671,i,40,0.2,36,15%,6%,-0.2%
COc1ccc(NC(=O)CC2C(=O)N(C)C(=S)N2Cc2ccncc2)cc1 (stereo not given),-7%,-10%,10%,-11,724,i,62,-0.1,56,-5%,10%,-0.1%
c1ccc(Cn2nnnc2C(c2ccccc2)N2CCN(c3nc4ccccc4s3)CC2)cc1 (stereo not given),18%,3%,5%,/,/,i,43,1.1,52,8%,21%,-0.2%
Cc1ccc(N2C(=O)CC(C)CC2=O)cc1,-7%,-7%,/,/,/,i,40,-0.6,57,6%,-4%,-0.1%
O=C(c1ccc(F)cc1)N1CCN(c2ccc([N+](=O)[O-])c(N3CCCCC3)c2)CC1,-28%,5%,11%,/,/,i,8,0.6,71,5%,11%,0.0%
CCOC(=O)c1nn(-c2ccccc2)c2nnc(Cc3ccccc3)c(=O)n12,-11%,0%,4%,-39,704,i,45,1.6,72,7%,0%,-0.3%
CC(C)(C)c1ccc(-c2n[nH]c(=S)n2Cc2ccccc2)cc1,9%,-1%,7%,-36,844,i,30,2.1,45,3%,5%,-0.1%
CCCCNC(=O)C1CCCN1C(=O)NC1CCCCC1 (stereo not given),-16%,-3%,0%,2,769,i,15,-1.3,96,21%,-2%,0.1%
CCOC(=O)c1c(NC(C)=O)sc2c(O)cccc12,6%,-3%,15%,/,/,i,28,-2.7,87,8%,14%,-0.2%
CN(C)C=Nc1c(C(=O)c2ccccc2)sc2nccc(N(C)C)c12,2%,-7%,14%,-40,729,i,31,-1.2,85,1%,-2%,-0.5%
CC1CCN(CCCCOc2ccc(C(=O)c3ccccc3)cc2)CC1,0%,-4%,18%,/,/,i,39,3.9,87,12%,23%,-0.1%
O=[N+]([O-])c1ccc(-c2csc3[n+]2CCS3)cc1,-1%,-6%,11%,-2,720,i,47,3.2,29,17%,4%,-0.1%
CCc1cc2cc3c(cc2nc1SCC(=O)Nc1cc(C)on1)OCO3,1%,-3%,6%,2,800,i,32,2.4,38,4%,-11%,-0.1%
CC1(C)S[C@@H]2[C@H](NC(=O)C(NC(=O)N3CCNC3=O)c3ccccc3)C(=O)N2[C@H]1C(=O)O (stereo not given in full),10%,-6%,9%,/,/,i,32,0.4,77,0%,16%,0.2%
O=C(O)CNC(=O)CC1S/C(=N/N=C/c2ccccc2O)NC1=O (stereo not given),-18%,0%,15%,2,711,i,60,0.8,70,13%,14%,-0.3%
CC(C)c1ccc(NC(=O)CSc2nc(=O)n(CCCN3CCOCC3)c3c2CCC3)cc1,/,/,11%,/,/,i,2,1.1,57,6%,/,/
CN(c1cccc(NC(=O)COc2ccc(Cl)cc2Cl)c1)S(C)(=O)=O,-11%,-7%,10%,-4,629,i,24,0.4,93,3%,0%,-0.4%
CC(Oc1ccccc1)C(=O)Nc1nnc(S(=O)(=O)N2CCCCC2)s1 (stereo not given),14%,-3%,8%,9,825,i,22,2.1,64,10%,-3%,-0.1%
O=C(N/N=C/c1ccc([N+](=O)[O-])o1)c1cn2ccc3ccccc3c2n1,-11%,1%,16%,22,755,i,37,3.7,40,11%,1%,0.2%
CC(C)N(C(=O)Nc1ccc2nsnc2c1)C(C)C,-2%,-3%,/,-27,538,i,18,-0.5,38,6%,-9%,0.0%
COc1ccc(C(=O)Nc2cccnc2)cc1C(=O)Nc1cccnc1,6%,0%,3%,-5,762,i,65,-0.3,54,8%,-8%,-0.1%
CCOc1ccc(N(CC(=O)NCC(C)C)S(C)(=O)=O)cc1,1%,-7%,8%,/,/,i,6,0.3,51,9%,10%,0.2%
COc1ccc(N2CCN(C(=O)COC(=O)CCOc3ccc(C(C)(C)C)cc3)CC2)cc1,/,/,3%,/,/,i,50,1.0,58,9%,/,/
CCOc1ccc2nc(N3CCC(C(=O)N4CCN(C5CCCCC5)CC4)CC3)sc2c1,-1%,-1%,3%,30,623,i,24,9.2,43,2%,-2%,-0.1%
O=C(CCC(=O)c1cccs1)NCc1cccc(C(F)(F)F)c1,/,/,7%,/,/,i,9,-1.0,59,13%,/,/
CN(C)c1ccc(/C=C2\C(=N)N3N=C(CC(=O)N4CCCC4)SC3=NC2=O)cc1Br,2%,2%,10%,6,755,i,10,-0.1,58,19%,7%,0.2%
Cc1cc(C(=O)NNC(=O)C2CCCC2)c(C)o1,-9%,-4%,4%,-6,686,i,47,0.9,70,7%,22%,0.0%
COC(=O)c1nc2nc(C)cc(C(F)(F)F)n2n1,-2%,-14%,5%,/,/,i,39,-2.8,75,1%,-10%,-0.2%
Clc1ccc(-c2cc(CSc3cccc(Cl)c3)on2)cc1,10%,-3%,9%,/,/,i,13,3.4,38,-2%,3%,0.5%
O=C(CCS(=O)(=O)c1cccc2nsnc12)NCc1ccccc1Cl,4%,-3%,0%,1,793,i,8,1.5,81,-1%,-14%,-0.1%
O=C(Nc1ccc2c(c1)OCCO2)C1CCCN1C(=O)Nc1ccc(F)cc1 (stereo not given),10%,-7%,6%,-5,751,i,29,-0.2,39,3%,2%,-0.4%
COc1ccccc1CN1C(=O)[C@@H]2C(CCC(N)=O)NC3(C(=O)Nc4c3ccc(Cl)c4C)[C@@H]2C1=O (stereo not given in full),3%,-7%,7%,/,/,i,35,-1.3,76,1%,14%,-0.1%
O=C(CSc1ccc([N+](=O)[O-])cc1)NCC1CCCCC1,-1%,-8%,6%,-18,673,i,36,0.8,48,3%,-2%,0.6%
COc1ccc(C(=O)C2CCCN(C(=O)c3cccnc3SC)C2)c(C)c1 (stereo not given),14%,-3%,3%,-9,699,i,15,2.9,45,6%,4%,0.0%
CCOc1ccc(/C=N/NC(N)=S)cc1,9%,5%,9%,7,623,i,54,-3.4,13,2%,6%,-0.2%
O=C(O)c1cc(N/N=C/c2ccncc2)ccc1Cl,16%,-5%,-2%,-4,684,i,43,0.2,64,3%,12%,-0.2%
CCC(C)(C(=O)NC1CCCCC1)N(Cc1ccco1)C(=O)CNC(=O)c1ccccc1 (stereo not given),2%,-10%,6%,-12,731,i,30,1.4,60,-3%,-6%,0.2%
C=C(C)c1cccc(C(C)(C)NC(=O)NCCN(CC)CC)c1,7%,-6%,5%,-37,614,i,14,2.4,49,6%,3%,0.0%
Cc1ccc(N(C(=O)CNC(=O)c2ccco2)C(C(=O)NCC2CCCO2)c2ccccc2)cc1 (stereo not given),-14%,-4%,8%,/,/,i,35,1.5,82,-2%,2%,-0.3%
Cc1ccccc1CC(=O)Nc1ccc(S(=O)(=O)N2CCN(C)CC2)cc1,-6%,-11%,5%,-4,645,i,74,0.2,59,0%,4%,-0.1%
Cc1cccc(C)c1N=C1NN=C(c2ccccc2F)CS1,8%,9%,11%,-4,632,i,42,11,36,15%,-6%,-0.2%
O=C(Cc1cccc(C(F)(F)F)c1)OCC(=O)N1CCN(S(=O)(=O)c2ccc(Cl)cc2)CC1,/,/,1%,/,/,i,26,1.4,77,5%,/,/
O=C(CCN1C(=O)c2ccccc2S1(=O)=O)NCc1ccco1,1%,-8%,-2%,38,759,i,48,-1.1,60,16%,7%,-0.1%
O=C(COc1ccc(=O)n(-c2ccccc2)n1)Nc1ccccc1,-19%,2%,-4%,-12,575,i,26,-1.4,64,8%,10%,-0.2%
CCC(C)[C@H](NC(=O)Nc1ccc(S(N)(=O)=O)cc1)C(=O)O (stereo not given in full),-6%,-2%,8%,21,778,i,38,3.6,46,8%,0%,-0.2%
COc1cc(NC(=O)NCC2CCN(Cc3ccccc3C)CC2)cc(OC)c1OC,7%,-5%,8%,-12,810,i,31,0.5,87,2%,13%,0.0%

# Reformatted bar-delimited: part of the list above
canonical_smiles | GPR35 antagonists | LYP phosphatase | MgcRacGAP inhibition | Lipid droplet | Lipid droplet cells 6.5 µM | T cell HTS | T cell HTS vesicle-bound % | NTR1 ag | NTR1 ag cell count 20 µM | SV40 large T antigen | GPR55 LPI antagonism | GPR55 activation
O=C(CCN1C(=O)c2ccccc2S1(=O)=O)NCc1ccco1 | 1% | -8% | -2% | 38 | 759 | i | 48 | -1.1 | 60 | 16% | 7% | -0.1%
COc1cc(NC(=O)NCC2CCN(Cc3ccccc3C)CC2)cc(OC)c1OC | 7% | -5% | 8% | -12 | 810 | i | 31 | 0.5 | 87 | 2% | 13% | 0.0%
